NS3 helicase inh – inhibitors of Hepatitis C virus NS3 helicase | NS3 helicase DNA unwinding, Cy5 molecular beacon fluorescence | inhibition, % at 10.9 µM | 290,000 tested, 0.56% active | AID 1800;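 active = inhibition above the mean of all tested compounds plus 3 SD, set per campaign, cut at about 35% in these data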;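 note: 0% = DMSO wells and 100% = thioflavine S control wells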
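Assay system: hepatitis C virus NS3 helicase domain fragment enzyme. Also added: annealed dual-labelled DNA beacon duplex, ATP-started. Timing: 1 h reaction at 25 °C, ATP-initiated. Technique: Cy5 fluorescence at 0 and 60 min, beacon hairpin quenching. Evaluation: % inhibition of unwinding. Replication: one well per compound.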
MEKK2mut PB1 HTS – signal of MEK5 binding to mutant human MEKK2 PB1 domain; percent response, % at 10 µM; AID 1530; bead flow cytometry, Alexa488-MEK5 binding to MEKK2 mutant; 290,000 tested, 0.35% active; in the data active = percent response above about 24%, passing the limit was not always enough; note: inactives centre near 1; some results filed as inactive read as strong as hits
NALP1 yeast inh – blocks the NALP1 inflammasome reconstituted in yeast; 280,000 tested, 0.61% active; inhibition, % at 10 µM; S. cerevisiae NALP1/ASC/caspase-1 growth, X-gal OD620, 72 h; in the data active = inhibition mostly above about 24%, no sharp cut-off; inactive = mostly below about 32%; note: some compounds called inactive have numbers as strong as hits
VIM-2 inh – inhibitors of Pseudomonas aeruginosa VIM-2 metallo-beta-lactamase; purified VIM-2, nitrocefin hydrolysis, epi-absorbance fluorescence; AID 1527; inhibition, % at 5.6 µM; 290,000 tested, 0.89% active;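 active = inhibition above the mean of all tested compounds plus 3 SD, cutoff set per screening run, cut at about 7.5% in these data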;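 note: red hydrolysis product quenches plate fluorescence so inhibitors raise well fluorescence; 0% = enzyme with DMSO and 100% = DMSO without enzyme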
FID counter – counter-screen for HCV NS3 helicase inhibitors: DNA intercalator displacement; DNA fluorescent intercalator displacement, fluorescence; inhibition, % at 7.9 µM; 290,000 tested, 0.17% active; in the data active = inhibition above about 37%;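 note: 0% = vehicle and 100% = reference compound; higher means more ethidium bromide displaced from hairpin DNA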
M18AAP inhibitor – blocks P. falciparum M18 aspartyl aminopeptidase; inhibition, % at 7.35 µM; 290,000 tested, 1.2% active; recombinant PfM18AAP, H-Glu-NHMec fluorogenic cleavage;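 active = inhibition above the campaign mean inhibition over all tested compounds plus 3 SD, cut at about 28% in these data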;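 note: 0% = plate median of test compound wells and 100% = 2 mM ZnCl2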
IMP-1 inhibitor – blocks Pseudomonas aeruginosa IMP-1 metallo-beta-lactamase; purified IMP-1, nitrocefin hydrolysis, epi-absorbance fluorescence; inhibition, % at 5.6 µM; 290,000 tested, 0.45% active;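 active = inhibition above the mean plus 3 SD of all compounds in the same screening run, cut at about 4.5% in these data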;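 note: 0% = IMP-1 with DMSO and 100% = DMSO wells lacking enzyme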
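System: Purified recombinant IMP-1 metallo-beta-lactamase enzyme | Measured by: Fluorescence quenching readout, ex 480/em 530 nm | Replication: Singlicate | Incubation: 15 min preincubation plus 25 min reaction at 25 °C | Evaluation: Percent inhibition from optical density relative to buffer-blank wells | Benchmarks: DMSO with and without IMP-1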
SUMO HTRF inh – inhibitors of human SUMOylation (UBC9) | P63279 | HTRF SUMOylation assay, SAE1/SAE2 + UBC9, in vitro | inhibition, % at 35 µM | 290,000 tested, 0.36% active | AID 2006; in the data active = inhibition above about 50%, passing the limit was not always enough; note: strong numbers were not always called active
Target sequence (P63279 whole entry, looked up): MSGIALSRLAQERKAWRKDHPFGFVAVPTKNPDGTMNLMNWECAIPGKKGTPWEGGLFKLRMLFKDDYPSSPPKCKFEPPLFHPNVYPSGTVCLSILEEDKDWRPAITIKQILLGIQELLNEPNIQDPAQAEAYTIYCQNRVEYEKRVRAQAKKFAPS
MEKK2 WT-MEK5 – raises or lowers MEK5 binding to wildtype human MEKK2 PB1 domain | bead flow cytometry, Alexa488-MEK5 binding to MEKK2 WT; actives lie on both sides | binding response (% of control), % at 10 µM | 290,000 tested, 1.1% active | AID 1531; in the data active = binding response below about 67% or above about 130%
* hit, by the source's call; nt = not tested or not shown; & = joins results of further samples. Random draw from the library (roughly 4.7% active in at least one column).

SMILES	NS3 helicase inh	MEKK2mut PB1 HTS	NALP1 yeast inh	VIM-2 inh	FID counter	M18AAP inhibitor	IMP-1 inhibitor	SUMO HTRF inh	MEKK2 WT-MEK5
CCOc1ccc(/C=C/C(=O)c2ccccc2)cc1	-1.2	-6.0	28.8	-1.4	-14.0	2.0	1.4	13.1	94.0
COc1cc(Cl)c(C)cc1NC(=O)CSc1nnc(-c2ccco2)n1CC(C)C	-1.2	-6.0	-3.1	-1.8	-34.9	-0.3	-2.6	19.1	95.0
Nc1c(S(=O)(=O)c2ccccc2)c2nc3ccccc3nc2n1C1CC1	8.2	-3.0	-8.7	-4.7	-3.7	0.8	-6.6	4.4	91.0
O=C(/C=C1\NC2(CCCC2)Cc2ccccc21)N1CCOCC1	-4.8	2.0	35.7	-2.7	-11.0	10.6	-3.1	15.4	103.0
O=C(COc1ccccc1)NNC(=O)COc1ccc([N+](=O)[O-])cc1	3.4	-8.0	-8.5	-3.3	2.4	19.7	-2.9	7.9	92.0
Cc1ccc(-c2nnc(SCC(=O)OC(C)C)n2N)cc1	-2.6	2.0	-0.6	-0.4	-5.1	-11.7	-1.9	12.8	99.0
CN(Cc1ccccc1)CC1CCCN(CCc2ccccc2F)C1 (stereo not drawn)	-16.0	8.0	15.4	-1.1	4.5	-4.3	-2.9	8.8	112.0
Cc1ccc(C(=O)Nc2ccc3c(c2)C(=O)N(CC2CCCO2)C3=O)cc1 (stereo not drawn)	4.8	1.0	16.1	-0.3	-19.1	0.6	-2.4	31.5	96.0
COc1ccc([N+](=O)[O-])c(OC)c1C(=O)NC(=O)Nc1c(C)cccc1C	-7.2	2.0	7.7	-1.5	-19.1	0.6	-1.4	-11.9	106.0
COc1ccc(Cl)cc1NC(=O)COc1cccc(-n2cnnn2)c1	-3.9	0.0	31.7	0.8	-7.6	1.9	-0.8	-8.2	97.0
CCCCc1ccc(-c2nc(NC(=O)C3C4CCC(O4)C3C(=O)O)sc2C)cc1 (stereo not drawn)	-15.3	5.0	-3.2	-2.2	4.2	1.3	0.3	-7.7	103.0
CCCCCOC(=O)Cc1c(O)c2ccccc2n(C)c1=O	3.2	2.0	-20.0	-2.3	-2.2	9.6	-3.1	14.9	101.0
CCN(/N=C/C=C/c1ccccc1)c1cc(=O)n(C)c(=O)[nH]1	5.5	19.0	12.3	-4.1	-11.8	5.0	-3.4	-3.4	123.0
O=C1[C@H](CC[C@H](O)c2ccc(F)cc2)[C@@H](c2ccc(O)cc2)N1c1ccc(F)cc1	-8.7	0.0&-6.0	-2.7	-3.3	-15.2	-2.8	-3.4	11.4	92.0&92.0
Cc1ccc(-c2nn(-c3cc(Cl)ccc3[N+](=O)[O-])c(=O)c3ccccc23)cc1C	5.6	7.0	25.1	-0.6	-2.8	7.4	-2.2	-30.3	105.0
COCCNC(=O)CSc1nc2ccccc2c(=O)n1-c1cccc(OC)c1	3.4	3.0	35.8	-2.2	-19.2	-2.7	-4.3	3.5	103.0
CCn1c(=O)c2ccccc2n(CC(=O)N2CCCc3ccccc32)c1=O	0.5	0.0	-17.4	-0.4	-26.4	2.5	-0.7	-5.4	100.0
COc1ccccc1NC(=O)Cc1csc(NC(=S)Nc2ccccc2)n1	1.6	0.0	-8.8	-3.1	-12.6	-2.9	-1.8	-7.2	95.0
NC(=O)c1ncc(C(F)(F)F)cc1Oc1ccc(F)cc1	3.2	-8.0	1.9	-5.0	0.3	-4.8	-2.8	14.1	87.0
CC(NC(=O)c1ccccc1)c1ccc(F)cc1 (stereo not drawn)	-11.3	-5.0	34.3	-4.7	-1.7	4.1	-0.1	8.1	85.0
Cn1c(=O)n(CCc2ccccc2)c(=O)c2c1nc1n2CCCN1Cc1ccccc1	-2.5	1.0	-26.9	-1.1	-3.0	-4.6	-4.6	-19.7	108.0
COc1ccc(C2CC(c3ccccc3)=NN2C(=O)COC(=O)c2cccnc2)cc1 (stereo not drawn)	-33.6	36.0	23.8	-4.6	-32.9	-11.6	-3.9	9.2	133.0
O=C(NNc1ccccc1)/C(=C\c1cccnc1)NC(=O)c1ccccc1	-1.4	8.0	26.0	1.4	-5.1	-25.4	-1.8	6.3	99.0
Cc1nnc(-c2cnn(C)c2N)n1CCCN1CCOCC1	1.3	5.0	14.9	-2.7	-3.5	2.6	-4.3	-5.1	108.0
CCS(=O)(=O)N1CCC(C(=O)N2CCc3ccccc3C2)CC1	-1.0	nt	-11.3	0.2	-3.5	-7.5	-0.4	9.2	nt
SMILES	NS3 helicase inh	MEKK2mut PB1 HTS	NALP1 yeast inh	VIM-2 inh	FID counter	M18AAP inhibitor	IMP-1 inhibitor	SUMO HTRF inh	MEKK2 WT-MEK5
CCOc1ccc2[nH]c(=O)c(CN(Cc3ccc(F)cc3)C(=O)N3CCCC3)cc2c1	-10.1	-2.0	-29.4	-1.1	-2.9	-4.6	-1.1	-1.4	96.0
CC(=O)N1CCC(N(CCCOC(C)C)S(=O)(=O)c2ccc([N+](=O)[O-])cc2)CC1	4.2	11.0	3.8	-3.0	-25.2	1.5	-3.8	-8.3	104.0
Cc1c(C)c(C)c(S(=O)(=O)N2CCSCC2)c(C)c1C	-14.0	5.0	-4.9	-3.8	-7.3	4.1	-1.9	0.8	103.0
CC(C)c1ccc(NC(=O)CCNS(=O)(=O)c2cc(Br)cnc2N)cc1	-16.8	5.0	-1.3	-0.8	-10.8	-1.8	-1.6	-0.4	103.0
O=C(N/N=C/c1ccc(COc2ccc(Br)cc2)o1)c1ccco1	-5.8	-1.0	16.8	-1.6	-8.8	1.4	-4.3	16.8	107.0
CC(=O)N1N=C(c2cccc(NS(=O)(=O)c3ccc(C)cc3)c2)CC1c1ccco1 (stereo not drawn)	-7.6	-9.0	10.4	1.6	-43.5	-6.4	-1.5	2.5	92.0
O=c1oc2cc(OCc3ccc(F)cc3F)ccc2cc1-c1ccc2ccccc2n1	5.6	30.0	16.4	-1.4	-1.9	-12.0	-1.3	12.4	117.0
CCN(c1ccccc1)S(=O)(=O)c1cccc(C(=O)N2CCN(S(=O)(=O)c3ccccc3)CC2)c1	-11.8	3.0	-1.8	-1.6	-45.4	2.5	-2.3	-2.3	98.0
CC1(C(=O)N2CCC(CC3CC(c4cccc(Br)c4)=NO3)(C(=O)NCC3CCCCC3)CC2)CC1 (stereo not drawn)	-20.1	-5.0	9.7	1.6	-39.4	-2.9	-0.3	-3.8	93.0
Nc1ccccc1C(O)(Cc1ccccc1)c1ccccc1 (stereo not drawn)	11.7	5.0	8.3	-2.3	-24.2	-1.8	-5.3	-3.0	101.0
O=C(Cn1c(NCCO)nc2ccccc21)NCCc1ccccc1	-5.5	1.0	-22.8	2.2	12.6	15.6	-0.2	19.7	101.0
COc1ccc(CCN2CCCC(CN(C)C(=O)c3ccoc3C)C2)cc1 (stereo not drawn)	-6.5	6.0	9.7	-3.0	-21.6	-0.5	-2.1	19.8	113.0
CCNC(=O)NC(=O)c1csc([N+](=O)[O-])c1	-6.8	-5.0	11.3	-1.4	-1.0	-6.6	-1.2	8.7	93.0
C=CCOc1ccc2ccccc2c1CNCCCN1CCOCC1	-4.7	nt	-15.0	-0.3	19.9	-10.2	-2.2	8.5	nt
COc1cc(CNc2ccc3c(c2)CCC3)cc(OC)c1O	-5.9	9.0	23.7	0.6	4.0	37.6*	0.5	16.7	108.0
COc1cccc(Nc2nc(-c3cccnc3)cs2)c1	2.1	8.0	-5.0	-0.3	-2.8	0.9	-0.8	-6.0	108.0
O=C(COc1ccc(C(=O)Nc2ccc(Cl)cc2)cc1)NCc1ccccc1	0.2	1.0	16.0	-0.6	-3.7	1.7	-3.1	15.8	109.0
CC(=O)NC(Cc1ccccc1C)C(=O)NC1CCN(C(=O)NCc2ccccc2)CC1 (stereo not drawn)	3.0	2.0	-11.4	-3.1	-13.8	1.2	-3.8	1.3	102.0
CC(=O)CSc1nc2ccc(Nc3nc(N4CCOCC4)nc(N4CCOCC4)n3)cc2s1	-3.3	3.0	15.8	-5.9	-32.1	3.1	-2.8	8.7	105.0
O=C(NCCn1ccc2ccccc21)c1cccc([N+](=O)[O-])c1	-11.7	-8.0	20.8	-0.5	-3.0	3.8	-0.8	0.3	95.0
CCCc1cc(=O)oc2c(C)c(OCC(=O)N3CCC(C(N)=O)CC3)ccc12	14.1	3.0	-3.1	-1.8	-18.1	-3.5	-2.4	5.5	99.0
O=C(COc1ccc(Cl)cc1)N1CCCCCCC1	-4.1	3.0	-4.7	0.3	-11.9	-5.6	0.1	6.9	104.0
COc1ccccc1-c1cnn2c(NCCc3ccccc3)cc(C)nc12	-12.1	-2.0	14.0	-3.6	-18.9	1.1	-3.6	4.8	96.0
CC(=O)N1Cc2[nH]c3ccccc3c2CC1C(=O)O (stereo not drawn)	19.2	2.0	20.5	-1.9	-3.3	-3.4	-1.2	11.0	103.0
O=C1C(Cl)=C(Nc2cccc(O)c2)C(=O)N1Cc1ccccc1	-9.7	-13.0	10.3	-0.6	2.9	-0.7	-0.9	0.1	92.0

Ordered by value in VIM-2 inh (falling): 3 of the compounds above
mol,NS3 helicase inh,MEKK2mut PB1 HTS,NALP1 yeast inh,VIM-2 inh,M18AAP inhibitor,IMP-1 inhibitor,SUMO HTRF inh,MEKK2 WT-MEK5
O=C(NCCn1ccc2ccccc21)c1cccc([N+](=O)[O-])c1,-11.7,-8.0,20.8,-0.5,3.8,-0.8,0.3,95.0
CCCc1cc(=O)oc2c(C)c(OCC(=O)N3CCC(C(N)=O)CC3)ccc12,14.1,3.0,-3.1,-1.8,-3.5,-2.4,5.5,99.0
COc1ccc(CCN2CCCC(CN(C)C(=O)c3ccoc3C)C2)cc1 (stereo not drawn),-6.5,6.0,9.7,-3.0,-0.5,-2.1,19.8,113.0

More structures
SMILES	NS3 helicase inh	MEKK2mut PB1 HTS	NALP1 yeast inh	VIM-2 inh	FID counter	M18AAP inhibitor	IMP-1 inhibitor	SUMO HTRF inh	MEKK2 WT-MEK5
CCOC(=O)c1nnn(CC(=O)N2N=C(c3ccc(Cl)cc3)CC2c2ccc(OC)cc2)c1C(=O)OCC (stereo not drawn)	11.5	1.0	3.6	0.0	-6.0	3.1	3.0	14.0	110.0
O=C(CCCc1nc2ccccc2s1)Nc1nccs1	-0.7	-5.0	-4.5	-0.9	-12.0	8.5	-4.0	-28.0	100.0
c1ccc2c(NC3CCCC3)nnc(NC3CCCC3)c2c1	5.1	13.0	nt	-2.0	0.1	1.8	-2.1	10.7	113.0
O=C(O)c1ccc(-c2nc(-c3ccccc3Cl)cs2)cc1	8.3	4.0	0.1	-0.4	-27.8	8.5	-2.6	10.3	101.0
COc1ccc(N2CCOCC2)c(NC(=O)c2ccc3c(c2)OCO3)c1	-7.1	6.0	-8.8	-1.5	-27.4	5.1	-1.8	14.4	113.0
CS(=O)(=O)N(CC(=O)NCc1ccccc1Cl)Cc1ccccc1	1.0	-3.0	-0.8	0.1	-13.5	0.1	-4.4	3.4	103.0
O=C(Nc1cccc(N=Cc2cc(Br)cc(Br)c2O)c1)c1ccco1	18.7	8.0	65.3*	-3.0	2.0	14.3	-1.3	78.3	114.0
CCOC(=O)c1ccc(NC(=O)C2(c3ccc(OC)cc3)CCOCC2)cc1	-3.6	-1.0	10.6	-2.6	-29.0	-5.2	-1.3	11.4	103.0
Cc1cc(NC(=O)c2cc(C3CC3)on2)no1	-18.1	16.0	3.5	-2.7	-13.5	-1.5	-2.6	-5.1	100.0
